Screening data deposited in PubChem by several laboratories.
MEX-5 binding – C. elegans MEX-5 TCR-2 RNA binding activity | activity score (negative = inhibition of binding), % at 10 µM | MEX-5/FITC-TCR2 RNA binding, fluorescence polarization; hits give low values | AID 1832 | 300,000 tested, 0.38% active;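 active means inhibition past about -25% in most replicates, and total fluorescence under double the plate's negative control median, limit read from the data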;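 further: 0% = DMSO and -100% = 5 µM competing unlabeled TCR2 RNA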
Bcl-xL primary – Bcl-xL (human) inhibition | GST-Bcl-xL / FITC-Bim BH3 peptide fluorescence polarization | inhibition, % at 10.9 µM | 320,000 tested, 0.7% active;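 active means inhibition above the mean of all tested compounds plus 3 SD, cutoff set per campaign, cut at about 30% in these data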;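 further: 0% = DMSO wells and 100% = unlabeled Bim-BH3 peptide competitor; inhibitors lower millipolarization by displacing the labeled peptide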
Fam108B inh – blocks mouse Fam108B hydrolase in RBBP9 counter-screen; inhibition, % at 9.51 µM; 300,000 tested, 0.33% active; recombinant Fam108B, FP-Rh probe fluorescence polarization;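 active means inhibition above the screen mean inhibition plus 3 SD, computed separately per campaign, cut at about 18% in these data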;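 further: inhibitors lower polarization as less probe binds the enzyme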
GSTO1 inh – blocks human GSTO1 in RBBP9 counter-screen; P78417; recombinant GSTO1, activity-based probe fluorescence polarization; inhibition, % at 5.96 µM; 300,000 tested, 1.1% active; AID 1974;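 active means inhibition above the campaign mean inhibition plus 3 SD, cut at about 35% in these data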;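 further: 0% = GSTO1-1 with DMSO and 100% = wells lacking GSTO1-1 enzyme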
TPT1 inh – inhibitors of Candida albicans tRNA 2'-phosphotransferase TPT1 | recombinant caTPT1, FP RNA substrate dephosphorylation | inhibition, % at 5 µM | 300,000 tested, 0.81% active;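 active means inhibition above the mean of all tested compounds plus 3 SD, set per screening campaign, cut at about 24% in these data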;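 further: plate controls were DMSO alone for no effect and ferristatin control at 100 nM for full effect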
GLD-1 RNA inh – GLD-1-TGE RNA interaction inhibition (C. elegans); Q17339; purified GLD-1 + fluorescein TGE RNA, fluorescence polarization; inhibition, % at 5.96 µM; 320,000 tested, 0.44% active;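 active means percent inhibition above a per-plate cutoff, the plate mean of test compounds plus 3 SD, cut at about 30% in these data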;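 further: 0% = DMSO wells with GLD-1 and probe and 100% = wells lacking GLD-1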
PME-1 primary – PME-1 (human) inhibition | Q9Y570 | recombinant PME-1, FP-Rh probe fluorescence polarization | inhibition, % at 5.9 µM | 320,000 tested, 0.53% active | AID 2130;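 active means inhibition above the campaign mean of all compounds plus 3 SD, cut at about 26% in these data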;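 further: competitive labeling of PME-1 active site by serine hydrolase directed probe; 0% = PME-1 with DMSO and 100% = wells lacking PME-1 enzyme; inhibitors block probe labeling so polarization falls and inhibition rises; many of its hits are not listed in these tables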
MCL1-BIM inh – disrupts human MCL1 binding to BIM-BH3 peptide; GST-MCL1 / FITC-Bim-BH3 fluorescence polarization; Q07820; 320,000 tested, 0.68% active; AID 2057; inhibition, % at 10.9 µM;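 active means inhibition above the mean inhibition of all tested compounds plus 3 SD, set per campaign, cut at about 40% in these data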;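 further: 0% = DMSO wells and 100% = unlabeled Bim-BH3 peptide control; higher means more loss of mP so more displacement of Bim peptide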
Target sequence (Q07820 whole entry, looked up): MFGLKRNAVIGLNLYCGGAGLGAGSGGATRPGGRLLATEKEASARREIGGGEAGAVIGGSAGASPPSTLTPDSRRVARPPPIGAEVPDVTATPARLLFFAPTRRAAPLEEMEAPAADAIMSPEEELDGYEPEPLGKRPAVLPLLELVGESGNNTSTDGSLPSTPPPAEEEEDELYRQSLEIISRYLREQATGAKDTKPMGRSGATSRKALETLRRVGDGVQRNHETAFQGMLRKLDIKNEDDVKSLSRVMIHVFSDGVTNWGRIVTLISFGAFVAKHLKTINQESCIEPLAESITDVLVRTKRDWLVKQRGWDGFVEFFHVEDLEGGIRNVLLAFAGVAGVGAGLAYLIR
PAD4 inh – PAD4 (human) enzyme inhibition | recombinant PAD4, RCA probe fluorescence polarization | inhibition, % at 6.36 µM | 330,000 tested, 0.41% active;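 active means percent inhibition above a cutoff equal to the mean of all tested compounds plus 3 SD, cut at about 15% in these data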;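 further: 0% = PAD4 with RCA probe and DMSO and 100% = probe without PAD4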
Target sequence (Q9UM07 whole entry, looked up): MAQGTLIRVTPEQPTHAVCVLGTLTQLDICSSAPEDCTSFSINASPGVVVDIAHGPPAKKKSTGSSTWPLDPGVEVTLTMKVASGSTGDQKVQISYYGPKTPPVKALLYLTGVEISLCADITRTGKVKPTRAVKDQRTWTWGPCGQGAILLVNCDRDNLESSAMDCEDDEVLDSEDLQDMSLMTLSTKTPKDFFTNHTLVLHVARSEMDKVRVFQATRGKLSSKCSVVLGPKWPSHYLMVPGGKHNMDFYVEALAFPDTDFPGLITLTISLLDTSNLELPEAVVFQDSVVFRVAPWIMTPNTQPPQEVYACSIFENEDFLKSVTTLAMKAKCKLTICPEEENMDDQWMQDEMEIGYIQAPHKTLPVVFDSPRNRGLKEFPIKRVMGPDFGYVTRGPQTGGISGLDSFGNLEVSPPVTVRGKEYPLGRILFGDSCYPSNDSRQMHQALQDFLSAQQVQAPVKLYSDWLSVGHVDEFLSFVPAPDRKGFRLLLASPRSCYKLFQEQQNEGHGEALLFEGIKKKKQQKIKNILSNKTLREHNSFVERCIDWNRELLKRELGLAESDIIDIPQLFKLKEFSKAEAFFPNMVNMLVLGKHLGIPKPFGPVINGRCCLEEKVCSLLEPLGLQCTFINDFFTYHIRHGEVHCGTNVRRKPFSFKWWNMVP
The depositor's hits bear a star; · = not tested or not shown. The list is partial (hit frequency here may not be typical).

SMILES	MEX-5 binding	Bcl-xL primary	Fam108B inh	GSTO1 inh	TPT1 inh	GLD-1 RNA inh	PME-1 primary	MCL1-BIM inh	PAD4 inh
CCN(CC)CCNC(=O)C1(O)c2cc(Br)ccc2NC(=O)N1c1ccc(Cl)cc1 (stereo not drawn)	0.4	1	-5	1	-2	4	-6	-2	-4
CN(CC(=O)Nc1ccc(Cl)c(S(=O)(=O)N2CCOCC2)c1)C(=O)c1ccc(C#N)cc1	·	7	·	·	·	-3	3	7	1
O=C(CCCOc1ccccc1)Nc1ccccc1C(F)(F)F	1.6	0	4	2	3	6	-4	2	3
Cc1cc(C)cc(-n2nnn(C3C/C(=N/NC(N)=S)C4OCC3O4)c2=S)c1 (stereo not drawn)	2.6	7	3	-3	-1	2	5	10	2
CC(=O)Nc1ccc(SCC(=O)c2cc(C)n(Cc3cccs3)c2C)cc1	2.7	-3	-3	-10	-5	10	3	-3	5
O=C(NCCCN=C1NS(=O)(=O)c2ccccc21)c1ccccc1Cl	-2.2	4	3	4	-1	11	4	5	6
Cc1cccc(C)c1NC(=O)C(C)N1CCCCC1 (stereo not drawn)	-3.8	2	-4	-1	-1	6	-2	4	4
Cc1sc(NC(=O)c2ccco2)c(C(c2cccnc2)N2CCN(CCO)CC2)c1C (stereo not drawn)	-3.1	3	1	-1	0	-6	-2	3	0
O=C(/C=C/c1cc[n+](CC(=O)c2ccc3cccc4c3c2CC4)cc1)c1ccc2cccc3c2c1CC3	1.7	6	7	25	49*	-5	-1	18	-6
c1ccc(-c2ccc(Oc3cc(N4CCOCC4)nc(-c4ccccc4)n3)cc2)cc1	-3.2	2	-1	2	-3	5	4	1	3
CN(C)C(/C=C/Nc1ccc(C#N)cc1)=C(C#N)C#N	0.9	7	-5	-4	-9	0	-7	1	-3
O=C(Cn1c(SCc2ccccc2)nc2ccccc21)N1CCOCC1	0.7	6	3	1	-2	4	-1	7	5
COc1ccc(NC(=O)CSc2nc3ccccc3c(=O)[nH]2)cc1S(N)(=O)=O	·	6	·	·	·	1	-5	8	1
COc1ccc(-c2nc(NC(=O)C3CC(=O)N(c4ccc5c(c4)OCCO5)C3)sc2C)cc1 (stereo not drawn)	5.4	1	1	-2	0	4	-1	-9	-1
CCOc1ccc(NS(=O)(=O)c2c(C)nc3sc(CC)nn3c2=O)cc1	·	5	1	2	-1	8	-3	2	-2
COC(=O)c1cc2ccsc2n1CC(=O)N(C)C1CCCCC1	-4.4	-1	0	-7	5	2	-1	0	2
COc1ccccc1NS(=O)(=O)c1cc([N+](=O)[O-])ccc1N/N=C/c1c(C)[nH]c2ccccc12	0.5	5	18	3	101*	-36	11	-40	-6
CCN1CCN(C(=O)c2ccc3c(=O)n(CCc4ccccc4)c(=O)[nH]c3c2)CC1	-1.4	2	1	-58	-1	3	1	6	3
O=C(O)CN1C(=O)S/C(=C\c2cccnc2)C1=O	·	4	-5	0	0	0	-2	5	-2
O=C(NCCN1CCN(c2ccccc2)CC1)c1cccn2c(=O)c3cc(Cl)ccc3nc12	2.9	7	-4	1	0	0	1	5	-3
CN(Cc1ccc(Cl)cc1Cl)C(=O)CNC(=O)c1ccc2c(c1)OCO2	3.4	7	3	8	5	-4	-8	7	-2
CN(C)S(=O)(=O)c1ccc(-c2csc(N/N=C/c3ccc(O)cc3)n2)cc1	-0.8	7	29*	-17	-2	-3	35*	10	-7
Cc1ccc(S(=O)(=O)N2CCOC2CNC(=O)C(=O)NCc2cccnc2)cc1 (stereo not drawn)	1.0	3	-2	5	-3	-2	0	11	1
CC(C)COC(=O)C1C2C=CC3(CN(C(C)c4ccc(Br)cc4)C(=O)C13)O2 (stereo not drawn)	0.0	6	2	-4	-3	1	0	-1	-1
COc1ccc(N2Cc3ccccc3C2=O)cc1	-1.2	10	2	10	-2	-1	-2	0	-1
N#Cc1ccc(C(=O)Nc2cccc3cccnc23)c(F)c1	0.9	2	-2	4	0	0	2	6	-1
O=C(C1CCN(S(=O)(=O)c2cccc3cccnc23)CC1)N1CCCCC1	0.6	4	1	4	2	11	3	9	-7
COc1cc2cnc(-c3ccccc3)c(-c3cccc(C(F)(F)F)c3)c2cc1OC	·	3	·	·	·	4	-6	-3	-6
COc1cccc(-c2cc(C(=O)Nc3cccnc3)no2)c1	1.1	0	-5	1	1	-2	-8	-7	-6
Cn1cc(C(=O)N2CCc3ccccc32)cn1	0.7	-1	11	0	1	-1	7	3	-1
O=C(CSc1nccn1-c1ncc(C(F)(F)F)cc1Cl)c1ccc(Br)cc1	2.0	-5	-1	1	-4	3	2	-4	0
O=C(Nc1ncn[nH]1)c1cc([N+](=O)[O-])ccc1Cl	-2.3	2	1	7	-3	3	8	11	0
O=C(OCC(=O)N1CCCC1)c1cc(F)c(F)cc1Cl	-1.6	5	-5	-5	-2	4	4	2	4
Cc1cc(C(=O)C(C)Sc2cccc[n+]2[O-])c(C)n1-c1ccc(Cl)cc1 (stereo not drawn)	2.7	2	7	14	1	8	-1	2	-2
COC(=O)CC1COc2ccccc2N1C(=O)c1cc(OC)c(OC)c(OC)c1 (stereo not drawn)	-1.3	8	14	13	-6	-26	-1	8	3
COc1ccc(/C=C(\C#N)C(=O)NC(C)c2ccccc2)cc1O (stereo not drawn)	3.7	3	1	-1	3	3	5	5	0
COc1ccc(OC)c(NC(=O)NCc2cccnc2)c1	0.2	7	4	5	-1	5	-3	0	3
CC(=O)Nc1ccc(NC(=O)CSc2nnc3c4ccccc4n(C)c3n2)cc1	0.1	-2	-4	-7	2	-2	-3	-2	-3
Cc1nc(C)c(-c2nnc(-c3ccccc3Cl)o2)cc1C(=O)NN	-6.1	10	-4	6	-2	12	1	19	0
Cc1c(-c2ccco2)[n+](=O)c2c(n1[O-])CCC2	-1.5	1	2	8	-5	8	4	-6	0

Gathered by group, the compounds so far containing an NH in an aromatic ring
SMILES	MEX-5 binding	Bcl-xL primary	Fam108B inh	GSTO1 inh	TPT1 inh	GLD-1 RNA inh	PME-1 primary	MCL1-BIM inh	PAD4 inh
COc1ccc(NC(=O)CSc2nc3ccccc3c(=O)[nH]2)cc1S(N)(=O)=O	·	6	·	·	·	1	-5	8	1
COc1ccccc1NS(=O)(=O)c1cc([N+](=O)[O-])ccc1N/N=C/c1c(C)[nH]c2ccccc12	0.5	5	18	3	101*	-36	11	-40	-6
CCN1CCN(C(=O)c2ccc3c(=O)n(CCc4ccccc4)c(=O)[nH]c3c2)CC1	-1.4	2	1	-58	-1	3	1	6	3
O=C(Nc1ncn[nH]1)c1cc([N+](=O)[O-])ccc1Cl	-2.3	2	1	7	-3	3	8	11	0

Further entries follow:
SMILES	MEX-5 binding	Bcl-xL primary	Fam108B inh	GSTO1 inh	TPT1 inh	GLD-1 RNA inh	PME-1 primary	MCL1-BIM inh	PAD4 inh
COc1ccc(Cl)cc1C(=O)NNC(=S)NC1CCCC1	1.1	5	4	-7	-3	6	3	7	4
CCOc1ccc(CC(=O)NC2CC(C)(C)N(C)C(C)(C)C2)cc1OCC	·	0	·	·	·	-4	4	-4	2
CC(C)C[C@H](NC(=O)C1CCN(C(=O)[C@H](Cc2ccccc2)NC(=O)OC(C)(C)C)CC1)C(=O)O	-0.5	5	2	4	0	6	0	3	4
O=C(Cc1c(O)c2ccccc2[nH]c1=O)NCc1ccccc1	0.2	1	-2	7	0	0	7	-1	0
CC(=O)c1cccc(N(C(=O)Cn2nnc3ccccc32)C(C(=O)NCC2CCCO2)c2ccc(N3CCOCC3)cc2)c1 (stereo not drawn)	-0.6	7	4	5	-4	0	5	2	-2
Cc1ccsc1/C=N/n1c(-c2ccco2)n[nH]c1=S	-0.3	-23	0	7	0	7	-4	-21	4
CCOC(=O)C1(C)NC(c2ccc(OC)cc2OC)C2C(=O)N(CC)C(=O)C21 (stereo not drawn)	-1.9	7	4	5	-3	-2	-1	4	2
Cc1cc(N2CCN(c3ccccc3)CC2)nc(N2CCOCC2)n1	-0.3	4	4	7	4	10	-8	1	-3
O=C1C(Cl)=C(N2CCOCC2)C(=O)N1CCc1ccccc1	-15	1	1	10	0	5	5	4	-5
CCCCCCCNC(=O)C1(CC2CC(c3cccc(Br)c3)=NO2)CCN(C(=O)C2(C)CC2)CC1 (stereo not drawn)	·	-2	-1	-5	3	7	-1	-15	2
CC(C)C(=O)Nc1ccc(C(=O)NNC(=O)CCc2ccccc2)cc1	0.1	1	5	3	0	-4	2	2	-3
COc1ccc(/C=N/OCC(=O)NCC(C)C)c(OC)c1	1.5	-1	1	4	3	6	-3	0	2
Cc1ccccc1N1CCN(c2ncnc3c2cnn3Cc2ccc(Cl)cc2)CC1	-1.3	3	-12	-8	1	6	-6	-3	-2
CC(C)c1nc2n[nH]c(N)c2c2c1CCC2	2.7	0	4	0	4	-5	-4	-3	0
CC(=O)NCCNC(=O)c1ccc(CSc2nc3ccccc3s2)cc1	-1.9	4	0	-6	-3	1	0	10	0
CCOC(=O)c1[nH]c2ccc(F)cc2c1NC(=O)C1=COCCO1	-5.9	6	-1	4	2	-6	2	6	-4
N#Cc1ccccc1S(=O)(=O)c1ccccc1C(=O)Nc1ccccc1	0.7	2	4	9	-4	7	0	5	-4
CSCc1cc(N2CCOCC2)nc(SCc2ccc(Cl)c(Cl)c2)n1	0.9	-4	2	-2	0	-3	-3	-2	1
Cc1ccccc1Cc1ccc(Cl)nn1	-0.3	-4	-5	-8	-4	-6	-1	-2	-2
Cc1cc(=O)oc2cc(OC(C)C(=O)O)c(Cl)cc12 (stereo not drawn)	-0.8	5	7	-1	1	3	-1	3	-4

Record cards (already shown):
Profile of `CCCCCCCNC(=O)C1(CC2CC(c3cccc(Br)c3)=NO2)CCN(C(=O)C2(C)CC2)CC1` (stereo not drawn) → MEX-5 binding: ·; Bcl-xL primary: -2; Fam108B inh: -1; GSTO1 inh: -5; TPT1 inh: 3; GLD-1 RNA inh: 7; PME-1 primary: -1; MCL1-BIM inh: -15; PAD4 inh: 2
Profile of `CC(C)C(=O)Nc1ccc(C(=O)NNC(=O)CCc2ccccc2)cc1` → MEX-5 binding: 0.1; Bcl-xL primary: 1; Fam108B inh: 5; GSTO1 inh: 3; TPT1 inh: 0; GLD-1 RNA inh: -4; PME-1 primary: 2; MCL1-BIM inh: 2; PAD4 inh: -3
